CHRM5 agonist = human M5 muscarinic receptor agonists, primary screen, CHO-K1 cells, Fluo-8 calcium fluorescence | Muscarinic acetylcholine receptor M5 (Homo sapiens), P08912 | CHO-K1 hM5 cells; 0% DMSO wells, 100% maximal acetylcholine response | activation, % at 3 µM | actives 0.19% (n = 360,000) | AID 624037, 2012;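 active means activation above the run's mean over test compounds plus 3 SD, cut at about 23% in these data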;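 further: signal is peak over basal fluorescence ratio across the kinetic read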
M4 PAM = human M4 muscarinic receptor positive allosteric modulators, primary screen, CHO-K1 cells, Fluo-8 calcium fluorescence | CHO-K1 hM4/Gqi5, ACh EC20; 0% = ACh EC20, 100% = maximal ACh | activation, % at 3 µM | actives 0.4% (n = 360,000) | AID 624126, 2012 | Muscarinic acetylcholine receptor M4 (Homo sapiens), P08173;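 active means activation above its plate's cutoff, the mean activation of sample wells plus 3 SD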; further: some results filed as inactive read as strong as hits
Target sequence (P08173 whole entry, looked up): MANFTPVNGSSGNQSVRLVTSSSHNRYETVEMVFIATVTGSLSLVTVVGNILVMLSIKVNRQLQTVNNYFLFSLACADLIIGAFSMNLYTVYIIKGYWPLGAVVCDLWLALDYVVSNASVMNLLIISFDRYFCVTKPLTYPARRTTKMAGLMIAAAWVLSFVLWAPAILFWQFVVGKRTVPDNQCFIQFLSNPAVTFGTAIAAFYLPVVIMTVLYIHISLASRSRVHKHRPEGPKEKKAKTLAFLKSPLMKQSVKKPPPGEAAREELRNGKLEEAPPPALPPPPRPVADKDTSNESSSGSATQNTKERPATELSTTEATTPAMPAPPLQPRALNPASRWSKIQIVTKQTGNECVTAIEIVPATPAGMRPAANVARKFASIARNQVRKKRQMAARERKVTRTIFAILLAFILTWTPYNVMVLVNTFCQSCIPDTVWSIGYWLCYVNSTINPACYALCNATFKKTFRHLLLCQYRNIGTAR
CHRM5 PAM = human M5 muscarinic receptor positive allosteric modulators, primary screen, CHO-K1 cells, Fluo-8 calcium fluorescence | CHO-K1 hM5, ACh EC20 PAM; 0% = ACh EC20, 100% = ACh EC100 | activation, % at 3 µM | actives 0.3% (n = 360,000) | AID 624038, 2012;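 active means activation above the run cutoff, the mean activation of all test compounds plus 3 SD, cut at about 18% in these data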
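System: CHO-K1 hM5 cells. Reagent: acetylcholine, EC20 level. Compound dosing: single dose, 3 µM nominal final test concentration. Timing: Post-acetylcholine fluorescence recording 140 s. Detection: Fluo-8 calcium fluorescence. Read-out: % activation, ACh-normalized. Benchmarks: ACh EC20 and EC100 wells. Repeats: singlicate, one well per test compound.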
CHRM5 antagonist = human M5 muscarinic receptor antagonists, primary screen, CHO cells, Fluo-8 calcium fluorescence; inhibition, % at 3 µM; CHO-hM5 cells, ACh EC80; actives 0.59% (n = 360,000); Muscarinic acetylcholine receptor M5 (Homo sapiens), P08912;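 active means inhibition above a per-plate cutoff, the mean of that plate's test compounds plus 3 SD, cut at about 27% in these data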;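 further: 0% = acetylcholine EC80 with DMSO and 100% = DMSO without agonist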
TAAR1 antagonist = human TAAR1 antagonists, primary screen, Fluo-8 calcium fluorescence, CHO RD-HGA16 cells | actives 1.5% (n = 360,000) | inhibition, % at 3 µM | Trace amine-associated receptor 1 (Homo sapiens), Q96RJ0 | antagonist;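 active means inhibition above a per-plate cutoff, the mean inhibition of test compounds on that plate plus 3 SD, cut at about 49% in these data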;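 further: 0% = DMSO plus EC80 beta-PEA response and 100% = DMSO alone without agonist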
Target sequence (Q96RJ0 whole entry, looked up): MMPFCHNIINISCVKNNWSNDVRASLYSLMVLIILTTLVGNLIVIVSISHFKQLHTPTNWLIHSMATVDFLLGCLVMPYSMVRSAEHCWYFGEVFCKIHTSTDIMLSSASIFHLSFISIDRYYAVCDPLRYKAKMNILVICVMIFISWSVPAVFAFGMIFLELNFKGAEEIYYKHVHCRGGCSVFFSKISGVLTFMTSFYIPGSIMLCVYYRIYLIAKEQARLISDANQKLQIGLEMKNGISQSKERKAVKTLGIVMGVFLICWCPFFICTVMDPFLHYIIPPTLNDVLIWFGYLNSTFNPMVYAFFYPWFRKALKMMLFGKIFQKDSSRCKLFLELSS
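test system = CHO RD-HGA16 cells bearing hTAAR1 | replication = singlicate | controls = DMSO-only wells and EC80 β-PEA-stimulated wells | reagent = EC80 β-phenethylamine stimulus | read-out basis = percent inhibition of PEA-evoked calcium signal, max/basal emission ratio | schedule = seeding 17-24 h prior, 75-min 37 °C, 30-min RT dye loading | signal = kinetic Fluo-8 calcium fluorescence measurement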
TAAR1 agonist = human TAAR1 agonists, primary screen, Fluo-8 calcium fluorescence, CHO RD-HGA16 cells; vehicle wells 0%, saturating PEA agonist 100%; actives 0.99% (n = 360,000); activation, % at 3 µM; Trace amine-associated receptor 1 (Homo sapiens), Q96RJ0;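 active means activation above the mean activation of all test compounds in the run plus 3 SD, cut at about 38% in these data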
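Test system: RD-HGA16 (CHO) cells co-expressing Gα16 and hTAAR1; dosing: one-point dosing at 3 µM (nominal); timing: 17-24 h seeding, 75 min 37 °C dye, 30 min RT; signal: kinetic Fluo-8 calcium fluorescence; read-out basis: % activation relative to PEA EC100 response; controls: DMSO and PEA EC100; replicates: n 1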
CRFBP-R2 agonist = agonists of CRF-BP/CRF-R2 complex, primary screen, cell-based, HEK293, calcium dye fluorescence, uHTS. calcium dye fluorescence (FLIPR); percent of saturating CRF peptide response. actives 0.46% (n = 350,000). AID 588473, 2011. CRF-binding protein / CRF receptor 2 complex (human). activation, % at 13.2 µM;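 active means activation of at least 50%, plus an integration ratio under a set limit after plate pattern correction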;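 further: plate controls were neutral control wells without compound for no effect and CRF at EC100 for full effect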
CHO-K1 Ca PAM = nonselective calcium activators in parental CHO-K1 cells, primary screen, counter-screen for M1 PAM project, cell-based, Fluo-8 calcium fluorescence, full deck, 1536-well; activation, % at 3 µM; actives 0.02% (n = 360,000); ATP EC20; 0% at ATP EC20, 100% at ATP max;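 active means activation above the run cutoff, the mean activation of all test compounds plus 3 SD, cut at about 40% in these data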;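 further: peak over basal fluorescence ratio in a 140 s read after ATP addition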
CRFBP-R2 block = antagonists of CRF-BP/CRF-R2 complex, primary screen, cell-based, HEK293, calcium dye fluorescence, uHTS; CRF-induced calcium fluorescence; inhibition, % at 11.8 µM; actives 0.59% (n = 350,000); AID 588475, 2011;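 active means inhibition of the ligand-induced calcium signal above about 50% at the single tested concentration, limit read from the data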
Numbers without * were called inactive; . = no result given. No enrichment for hits; 4.2% or so of the library scored in one or more.

SMILES	CHRM5 agonist	M4 PAM	CHRM5 PAM	CHRM5 antagonist	TAAR1 antagonist	TAAR1 agonist	CRFBP-R2 agonist	CHO-K1 Ca PAM	CRFBP-R2 block
O=C(CSC1=Nc2ccccc2C2CC=NN12)Nc1ccc(F)c(F)c1F (stereo not drawn)	5	10	8	0	-16	-1	4.0	-9	-11
COc1ccccc1CN1C[C@@H]2C[C@@H](c3ccccc3C)N3CCC[C@@]23C1=O	-3	-1	1	2	-8	17	0.4	20	-4
O=C(Nc1ccc(S(=O)(=O)N2CCCCC2)cc1)c1ccc(F)cc1	1	-10	-7	5	-2	12	-0.9	-21	-18
CCOC(=O)CNC(=O)/C=C/c1c(Cl)cccc1Cl	0	4	20*	-13	-9	4	-0.4	13	0
CC(C)(C)OC(=O)C[C@@H]1C/C=C\C[C@H](CC(=O)N(CCO)Cc2ccccc2)C(=O)N[C@H](Cc2ccccc2)COC1=O	3	-5	-18	8	42	21	-5.4	-8	-2
Cc1nc(-c2ccc(Cl)cc2)sc1C1(C)CC(c2ccc([N+](=O)[O-])cc2)=NO1 (stereo not drawn)	-2	11	4	5	5	11	3.3	-11	-2
O=C(CN1C(=O)S/C(=C\c2cccs2)C1=O)Nc1ccc(O)cc1C(=O)O	0	6	4	-4	-19	1	2.1	11	2
CCOc1cccc(-c2cc(C(=O)Nc3ccon3)c3ccccc3n2)c1	-2	-7	-2	0	34	4	-1.3	12	-25
O=C1NC(Cc2ccccc2)C(=O)N1CC(=O)N1CCCc2ccccc21 (stereo not drawn)	2	-1	-5	-1	-6	12	1.7	14	9
Cc1ccc(Cn2c(C)cc3c(c2=O)C(c2cccs2)C(C#N)=C(N)O3)cc1 (stereo not drawn)	1	-9	1	2	7	12	0.0	5	3
Oc1ccc(C(=S)N2CCCCC2)cc1	-2	-2	-3	0	2	2	-5.0	19	-4
COc1cc(OC)c(C(=O)Nc2ccc(S(=O)(=O)N3CCCCC3)cc2)cc1OC	1	-7	-11	0	-3	1	3.0	-16	1
CCN(Cc1ccc2c(c1)OCCO2)C(=O)CN1C(=O)NC2(CCc3ccccc32)C1=O (stereo not drawn)	-4	3	-2	7	-5	7	-2.3	-12	1
CCOc1ccc(/C=N/n2cc(-c3ccccc3)[nH]c2=S)cc1	-3	8	8	-2	21	4	-0.8	-3	-27
CC(C)(C)OC(=O)N1CCCC1C(=O)N1CCc2ccccc21 (stereo not drawn)	-3	9	-3	3	0	18	2.6	1	-2
CCCCOC(=O)C1=C(C)Nc2nnnn2C1c1ccccc1Cl (stereo not drawn)	0	-2	-2	3	-27	26	-2.9	17	-14
Cc1c(NC(=O)CSc2nncc3ccccc23)c(=O)n(-c2ccccc2)n1C	-2	4	3	0	15	3	1.1	4	13
CCOC(=O)NC(=O)/C(N=Nc1cccc(C(F)(F)F)c1)=C(\C)O	1	3	-3	9	-19	12	-0.8	2	-3
CC(C)OCCCNC(=S)Nc1ccc2nc3n(c(=O)c2c1)CCCCC3	1	11	-2	6	3	1	-1.3	22	16
O=C(CN1CCN(c2ccc(O)cc2)CC1)N1CCc2ccccc21	-3	-2	4	-2	10	-1	-0.2	15	7
COc1ccc(C)cc1NC(=O)c1ccc(OC(F)F)cc1	-5	3	-3	2	-16	-1	0.8	18	37
CCOc1ccc(C(=O)NNC(=O)c2cc(S(=O)(=O)N3CCOCC3)ccc2Cl)cc1	0	2	-7	-4	-9	0	-0.2	-17	-4
O=C(c1ccco1)N(CCO)Cc1cc2cc3c(cc2[nH]c1=O)OCO3	-4	-2	-7	-11	-16	4	0.2	16	-1
CC1(C)CC(n2c(=S)[nH]c3ccccc3c2=O)CCO1 (stereo not drawn)	-2	4	2	8	-4	15	0.5	21	-4
CNC(=O)CC1C(=O)N(C)C(=S)N1NC(=O)c1ccc(Cl)cc1 (stereo not drawn)	-1	12	1	4	-8	3	0.0	24	-2

Ordered by SMILES length (low to high): 3 of the compounds above
SMILES	CHRM5 agonist	M4 PAM	CHRM5 PAM	CHRM5 antagonist	TAAR1 antagonist	TAAR1 agonist	CRFBP-R2 agonist	CHO-K1 Ca PAM	CRFBP-R2 block
CCCCOC(=O)C1=C(C)Nc2nnnn2C1c1ccccc1Cl (stereo not drawn)	0	-2	-2	3	-27	26	-2.9	17	-14
CCOC(=O)NC(=O)/C(N=Nc1cccc(C(F)(F)F)c1)=C(\C)O	1	3	-3	9	-19	12	-0.8	2	-3
O=C(CN1C(=O)S/C(=C\c2cccs2)C1=O)Nc1ccc(O)cc1C(=O)O	0	6	4	-4	-19	1	2.1	11	2

Remaining list, next part:
SMILES	CHRM5 agonist	M4 PAM	CHRM5 PAM	CHRM5 antagonist	TAAR1 antagonist	TAAR1 agonist	CRFBP-R2 agonist	CHO-K1 Ca PAM	CRFBP-R2 block
CCOc1c(Cl)cc(CNc2nnnn2C)cc1OC	-1	3	3	2	-9	1	-1.7	16	21
COc1cc(C(=O)N2CCCN(C)CC2)cc(OC)c1C	-6	0	7	-2	7	0	1.2	17	-7
CC(c1ccccc1)N1C(=O)c2ccc(C(=O)NCc3cccnc3)cc2C1=O (stereo not drawn)	0	-7	-3	6	7	7	-0.3	10	1
Cc1cc2c(cc1C)NC(c1ccccn1)C1=C(CC(C)(C)CC1=O)N2 (stereo not drawn)	3	-1	4	-10	-26	0	-1.8	6	7
Cc1cc(N2CCN(Cc3nc(-c4ccc(F)cc4)oc3C)CC2)cc(C)n1	-4	2	-4	7	-18	-1	0.1	22	0
COc1ccc(C(CNC(=O)C(C)Sc2ccccc2)N2CCOCC2)cc1 (stereo not drawn)	0	0	8	-4	7	2	-0.7	10	2
Cc1ccc(F)cc1NC(=O)CSCc1c(C)noc1C	5	9	6	-8	0	2	0.7	-16	6
O=C(O)CSc1ncnc2scc(-c3ccccc3)c12	-1	-7	-1	10	-23	3	0.0	-6	5
COc1ccc(Cl)cc1-c1cc(C(=O)Nc2ccccc2)[nH]n1	-2	-6	-6	6	17	3	.	14	.
CCOC(=O)C1=C(N)n2c(s/c(=C\c3cccs3)c2=O)=C(C(=O)OCC)C1c1cccs1 (stereo not drawn)	-3	5	4	-5	12	0	8.0	12	-6
CC(=O)OCc1c(C)cc(C)c(/C=C(/C#N)C(N)=O)c1C	-5	2	-1	3	-17	1	-1.8	15	-3
COc1ccc(OC)c(S(=O)(=O)NCc2cn3c(C)csc3n2)c1	0	3	0	1	-11	2	-2.8	22	-21
CC(C)c1ccc(CN2CCC(n3nccc3NC(=O)C3CCCC3)CC2)cc1	4	1	5	-3	-7	17	-0.2	28	-45
CCN(CC)CCN(Cc1cc2cc(C)ccc2[nH]c1=O)C(=S)Nc1ccccc1	52*	-6	-16	46*	-11	6	-1.2	17	-18
CN(C)/C=N/c1nccc(-c2cccs2)n1	1	0	11	-7	-31	0	54*	2	3
O=C(O)c1ccccc1-c1csc(-c2ccccc2)n1	-1	0	-6	8	-5	10	0.2	1	-14
COCCN(C(=S)Nc1ccc(C)cc1C)C(C)c1cccs1 (stereo not drawn)	-1	-5	-1	6	-27	1	-0.3	14	24
COc1ccc(CN(CC(=O)NC2CCCC2)C(=O)c2csnn2)cc1	-1	0	-3	2	-12	1	-0.6	8	7
N=c1n(CCN2CCCC2)c2ccccc2n1CC(O)c1ccc(Cl)c(Cl)c1 (stereo not drawn)	-11	-15	3	-11	2	5	-1.3	-3	-23
CCOc1ccc(C(=O)Cn2cnnc2C#N)cc1	-2	2	5	-8	-10	0	-1.2	7	13
CCOc1ccc(NC(=S)NCc2nc3ccccc3[nH]2)cc1	-1	-4	-1	-12	16	2	-0.8	11	-2
Cc1ccc(-c2nc(N)sc2-c2ccccc2)cc1C	-5	-6	-8	-4	-13	3	4.6	9	-31
Cc1nc2sc(C(N)=O)c(N)c2c2c1CCCC2	3	15	9	-7	9	0	1.2	23	-10
CCCn1c(SCC(=O)c2ccc3c(c2)OCCO3)nc2c1c(=O)n(C)c(=O)n2C	1	-3	4	-9	-28	8	-0.5	16	2
O=C(Nc1nnc(-c2ccc3c(c2)CCCC3)o1)c1ccccc1	4	4	-1	2	28	34	46	21	-3
SMILES	CHRM5 agonist	M4 PAM	CHRM5 PAM	CHRM5 antagonist	TAAR1 antagonist	TAAR1 agonist	CRFBP-R2 agonist	CHO-K1 Ca PAM	CRFBP-R2 block
COc1cccc2c(O)c(-c3ccccc3)c(=O)[nH]c12	2	4	9	-6	-14	-1	-1.9	-3	40
Cc1ccc(CN2CCN(c3ncccn3)CC2)o1	-1	11	2	-1	-20	14	1.8	-16	0
COc1cc(/C=N/NC(=O)Nc2ccccc2)ccc1OCCOc1ccccc1C	0	1	-4	6	11	3	-0.3	13	-9
Cc1ccc2nc(C)cc(Nc3ccc4c(c3)OCCO4)c2c1	-8	3	11	-9	-2	9	-1.8	7	5
O=P(O)(CCCP(=O)(O)CCc1ccccc1)CCc1ccccc1	0	3	1	-1	5	0	0.4	19	10
COC1=CC(=O)OC(c2ccccc2)C1 (stereo not drawn)	1	8	-2	3	-4	1	.	.	.
CCOC(=O)CSc1nc2ccccc2c(=O)n1C1CCCC1	-4	-9	-2	11	-17	12	-1.1	0	6
Cc1sc2ncnc(Sc3nnnn3-c3ccccc3)c2c1C	-3	-6	3	-6	-4	1	-0.4	1	-30
C=CCN1CCN(c2ccncc2S(=O)(=O)N2CCN(C)CC2)CC1	-3	0	-8	7	-4	2	3.4	9	-2
CCN(CC)CCN1C(=O)c2oc3ccccc3c(=O)c2C1c1ccccc1 (stereo not drawn)	-6	3	-8	2	.	.	2.2	8	1
CC(O)CSc1nc2c(c(=O)n(C)c(=O)n2C)n1CCCc1ccccc1 (stereo not drawn)	0	18	-7	-5	-7	1	-11	20	17
COc1ccc(CCn2c(C)cc3c(c2=O)C(c2ccc4c(c2)OCO4)C(C#N)=C(N)O3)cc1OC (stereo not drawn)	0	-8	-19	11	53*	2	-1.2	-2	16
O=C(COCC(=O)Nc1cccc(C(F)(F)F)c1)Nc1cccc(C(F)(F)F)c1	1	13	2	0	0	4	-2.8	14	2
Cc1nc(Nc2ccccc2)sc1C(=O)Nc1ccccc1	2	-22	-15	4	10	4	0.0	-2	-3
COc1ccccc1N1CCN(C(=O)C2CCC(Cn3c(=S)[nH]c4ccccc4c3=O)CC2)CC1 (stereo not drawn)	1	14	1	-5	28	8	-1.3	10	11
Cc1ccc(SCC(=O)Nc2cccc(NC(=O)c3ccco3)c2)cc1	-1	-11	-1	0	19	4	0.9	3	-11

Screens: PubChem BioAssay, several laboratories
